GAA inh: alpha-glucosidase (human) inhibition | hit rate 0.005% among 200,000 | Potency, µM (series often up to 76.9 µM), inactives show at the highest dose activity change, negative = inhibition, hits mostly inhibitors | purified human GAA, 4-MU-alpha-glucoside fluorescence;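 further: plate controls were uninhibited enzyme wells for no effect and no-enzyme background for full effect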
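Fluorescence at Ex 365/Em 440 nm from 4-methylumbelliferone reported enzyme activity after 20 min at room temperature. Reactions used 4 nM enzyme and 400 uM substrate at pH 5.0; curves fitted with the Hill equation.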
GAA spleen mod: inhibits or activates alpha-glucosidase in human spleen homogenate; P10253; human spleen homogenate, 4-MU-alpha-glucoside fluorescence; Potency, µM (doses to about 79.9 µM), for inactives: top-dose activity change, negative = inhibition, hits mostly inhibitors; hit rate 0.006% among 240,000; AID 2112;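 further: 0% = enzyme with vehicle and -100% = no enzyme basal signal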
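Human spleen homogenate (1 ug) with 4-methylumbelliferyl-alpha-D-glucopyranoside (1 mM final) in 50 mM citrate/phosphate pH 5.0, 0.01% Tween-20; 40 min at 37 C. Stopped at pH 10; 4-MU fluorescence Ex 365/Em 440 nm; AC50 by Hill fit.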
NPSR antagonist: antagonists of human neuropeptide S receptor cAMP signaling | hit rate 1% among 220,000 | CHO-NPSR cells, cAMP TR-FRET, antagonist mode | Potency, µM (doses to about 38.3 µM), inactives show at the top dose activity change, negative = inhibition, hits mostly inhibitors; further: on the % scale 0 is the no-effect control and ±100 the full control effect; nearly all actives have a fitted effect of over 50% in size; many of its hits are not listed in these tables
ALDH1A1 block: ALDH1A1 (human) enzyme inhibition | AID 1030 | P00352 | hit rate 7.3% among 220,000 | Purified ALDH1A1, NADH fluorescence, propionaldehyde substrate | Potency, µM (series often up to 75.3 µM), without a hit: at the top dose activity, negative = inhibition, hits mostly inhibitors; active means well fitted inhibition curve with a large enough effect, not every such curve was filed as active; inconclusive means small, poorly fitted or top-dose-only effect, or another doubt; inactive means no such curve, though single readings can be large or run the other way;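 further: plate controls were no enzyme wells and a reference inhibitor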
Target sequence (P00352 whole entry, looked up): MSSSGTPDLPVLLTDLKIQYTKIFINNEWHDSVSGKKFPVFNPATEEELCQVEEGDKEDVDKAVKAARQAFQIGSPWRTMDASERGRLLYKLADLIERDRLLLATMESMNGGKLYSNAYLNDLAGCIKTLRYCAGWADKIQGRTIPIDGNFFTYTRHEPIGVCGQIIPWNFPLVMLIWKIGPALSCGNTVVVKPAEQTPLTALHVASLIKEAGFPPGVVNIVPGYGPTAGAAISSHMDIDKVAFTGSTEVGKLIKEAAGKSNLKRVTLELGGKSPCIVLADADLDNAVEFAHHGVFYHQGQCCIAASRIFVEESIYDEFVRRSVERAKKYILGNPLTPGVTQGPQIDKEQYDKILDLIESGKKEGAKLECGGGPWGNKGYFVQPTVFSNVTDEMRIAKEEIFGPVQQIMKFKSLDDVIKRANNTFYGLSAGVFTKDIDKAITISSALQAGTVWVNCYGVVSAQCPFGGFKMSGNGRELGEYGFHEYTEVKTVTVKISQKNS
Epigenetic derep: regulators of epigenetic silencing causing reporter derepression in mouse cells; murine LDR cells, GFP reporter derepression, 30 h; Potency, µM (series often up to 53.9 µM), for the others: at the top dose GFP activation, usual class: activators; hit rate 0.2% among 280,000; AID 1865; further: % of control where 0% means no effect; nearly all actives have a fitted effect of over 60% in size
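Readout is the number of GFP-expressing murine LDR cells, counted by cytometry following washing. Cells were treated with compound for 30 h at 37 C; the stably integrated CMV-GFP locus is normally silent.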
GAA glycogen mod: inhibitors or activators of human alpha-glucosidase glycogen cleavage | recombinant GAA, glycogen substrate, Amplex Red glucose oxidase fluorescence | Potency, µM (top dose mostly 76.4 µM), inactives show at the highest dose activity change, negative = inhibition, hits mostly inhibitors | hit rate 0.38% among 300,000 | AID 2100;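 further: 0% = full enzyme reaction and -100% = no-enzyme basal signal; the screen sought inhibitors and activators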
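qHTS, 1536-well; enzyme 4 nM final; cpd up to 77 uM; substrate bovine liver glycogen 30 ug; 50 mM citrate/phosphate pH 5.0, 0.01% Tween-20; 37 C, 40 min; Amplex Red detection 45 min RT; Hill fit → AC50.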
Tau fluor cs: counter-screen for tau fibril formation inhibitors; hit rate 0.93% among 280,000; AID 1463; tau K18 P301L (four-repeat tau fragment) Alexa594 fluorescence, heparin fibrillization; Potency, µM (series often up to 57.7 µM), for inactives: at the top dose activity change, negative = decrease; further: on the % scale 0 is the no-effect control and ±100 the full control effect; nearly all actives have a fitted effect of over 55% in size
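Human K18 P301L tau (15 uM unlabeled plus 0.24 uM Alexa 594-labeled, final) in 100 mM sodium acetate pH 7 was mixed with compound and 20 uM heparin and incubated 6 hr at 37 C.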
aGal spleen mod: inhibitors or activators of human alpha-galactosidase in spleen homogenate | Potency, µM (top dose mostly 80 µM), for inactives: at the highest dose activity change, negative = inhibition, most hits filed as inhibitors | AID 2107 | hit rate 0.008% among 240,000 | human spleen homogenate, 4MU-alpha-Gal fluorescence, 40 min;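 further: 0% = enzyme with vehicle and -100% = no enzyme basal signal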
Target sequence (P06280 32-429 limits assumed): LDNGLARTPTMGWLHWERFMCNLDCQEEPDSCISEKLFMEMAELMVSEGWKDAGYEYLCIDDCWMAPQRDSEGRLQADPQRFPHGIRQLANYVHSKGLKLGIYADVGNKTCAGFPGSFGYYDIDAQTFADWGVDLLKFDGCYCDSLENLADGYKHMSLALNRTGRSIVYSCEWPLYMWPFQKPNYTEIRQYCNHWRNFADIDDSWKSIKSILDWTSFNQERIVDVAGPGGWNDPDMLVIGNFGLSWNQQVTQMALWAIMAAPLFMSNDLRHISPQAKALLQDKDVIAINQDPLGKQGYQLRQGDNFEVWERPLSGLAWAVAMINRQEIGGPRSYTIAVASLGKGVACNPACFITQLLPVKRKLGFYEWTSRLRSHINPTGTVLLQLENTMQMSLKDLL
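Human spleen homogenate (1 ug) as enzyme source, 4-methylumbelliferyl-alpha-D-galactopyranoside 1 mM final, citrate/phosphate pH 5.0 with 0.01% Tween-20. Compounds 40 min at 37C, NaOH/glycine stop; fluorescence Ex 365/Em 440, Hill-fit AC50.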
An asterisk follows results filed as active; ? = inconclusive; nt = not tested or not shown; & = joins results of further samples; [ ] = dose if it differs, or a comment. Unless noted, the call rests on the fitted dose curve; in most records, active means well fitted curve in the direction sought with a large enough effect; inconclusive means small, poorly fitted or top-dose-only effect, or another doubt; inactive means no such curve, though single readings can be large; an effect the other way counts as inactive or inconclusive. Potency means the concentration at half of the fitted maximal effect. An excerpt; rates above refer to the full screens.

cpd | mol | GAA inh | GAA spleen mod | NPSR antagonist | ALDH1A1 block | Epigenetic derep | GAA glycogen mod | Tau fluor cs | aGal spleen mod
1 | Cc1ccc(NC(=O)C2CCCN2C(=O)NC2CCCCC2)cc1 (stereo unspecified) | 7% | 15% | -20% | -7% | -7.6% | 14% | 17% | 7%
2 | COc1ccc(NC(=O)N2CCN(C(=O)C(Cc3ccc(F)cc3)NC(C)=O)CC2)cc1 (stereo unspecified) | ? | 4% | 3% | -2% | 1.4% | 19% | -8% | -1%
3 | O=C(O)CCCC(=O)N1CC(=O)Nc2ccccc21 | -1% | 3% | -8%[46.1 µM] | -8% | 1.3% | -7% | 2% | 7%
4 | CN1CCN(CCC(=O)N/N=C/c2cc([N+](=O)[O-])ccc2O)CC1 | -5% | 1% | 6% | -7% | 3.5% | -8% | -5% | 0%
5 | CCCCN(C(=O)CSc1nnc(Nc2ccccc2)s1)c1c(N)n(CCC)c(=O)[nH]c1=O | 0% | 1% | -28% | -10% | -0.9% | 4% | -12% | 6%
6 | O=C(C1=C[C@H](c2coc3ccccc3c2=O)C[C@H](OCCCCO)O1)N1CCN(Cc2ccccc2)CC1 | nt | 0% | ? | ? | 3.0% | -3% | 4% | 6%
7 | CCOC(=O)c1nc2cc3n(c(C)c-2c1C)C(C)C(C)=C3C (stereo unspecified) | 10% | -7% | -4%[46.1 µM] | ? | 0.0% | -5% | -8% | 20%
8 | Cc1ccccc1Cc1n[nH]c(=S)n1N | -5% | 2% | 2% | ? | 1.3% | -5% | 9% | 4%
9 | CC(=O)Nc1ccc(/C=C/c2ccc3cccc([N+](=O)[O-])c3n2)cc1 | nt | 10% | -19% | nt | -0.9% | -2% | ? | 13%
10 | COc1ccc(OCCC(=O)OCC(=O)NCc2ccc(F)cc2)cc1 | -9% | 0% | 11% | 4% | -2.5% | -5% | -4% | -6%

Results in Tau fluor cs, GAA glycogen mod and NPSR antagonist, for three of the compounds above:
| no. | molecule | Tau fluor cs | GAA glycogen mod | NPSR antagonist |
| --- | --- | --- | --- | --- |
| 4 | CN1CCN(CCC(=O)N/N=C/c2cc([N+](=O)[O-])ccc2O)CC1 | -5% | -8% | 6% |
| 5 | CCCCN(C(=O)CSc1nnc(Nc2ccccc2)s1)c1c(N)n(CCC)c(=O)[nH]c1=O | -12% | 4% | -28% |
| 6 | O=C(C1=C[C@H](c2coc3ccccc3c2=O)C[C@H](OCCCCO)O1)N1CCN(Cc2ccccc2)CC1 | 4% | -3% | ? |

The list goes on.
cpd | mol | GAA inh | GAA spleen mod | NPSR antagonist | ALDH1A1 block | Epigenetic derep | GAA glycogen mod | Tau fluor cs | aGal spleen mod
11 | Cc1cc(C)c2oc(-c3ccc(C)c(NC(=S)NC(=O)/C=C/c4ccco4)c3)nc2c1 | 2% | -4% | -21%[46.1 µM] | -8% | 1.8% | 0% | -5% | -2%
12 | COc1cc(Cl)c(C)cc1NC(=O)c1cccc(OC)c1OC | 1% | -16% | ? | ? | -0.9% | 2% | -12% | -5%
13 | COc1ccc(Cc2noc(CN3CCN(C4CCc5ccccc5C4)CC3)n2)cc1OC (stereo unspecified) | 13% | -6% | 4% | 0% | -0.1% | 1% | -22% | -3%
14 | CCC1CCCCN1C(=O)c1sc2nc(C)nc(N(CC)CC)c2c1C (stereo unspecified) | -5% | -9% | -29% | 1% | 0.0% | -10% | -4% | 4%
15 | COc1ccccc1/C=C/C(=O)OCC(=O)NNC(=O)c1ccccc1 | -4% | -18% | 8% | ? | -1.2% | 1% | -4% | 0%
16 | COc1ccccc1N1CCN(C(=O)c2c(-c3ccccc3)noc2C)CC1 | ? | 0% | -3%[46.1 µM] | ? | -1.0% | -9% | -14% | 2%
17 | CCOc1ccccc1N1CC(C(=O)Nc2cccc(S(=O)(=O)N3CCCCC3)c2)CC1=O (stereo unspecified) | -7% | 3% | -5% | ? | -1.4% | -15% | -16% | 6%
18 | Cc1ccc(-c2nn(-c3ccccc3)cc2C(=O)N2CCOCC2)cc1C | -9% | -19% | -15% | 10µM* | -0.1% | 16% | -4% | 3%
19 | C=C(C)C(=O)OCCCCCCOc1ccc(C(=O)O)cc1 | 3% | -10% | -8%[46.1 µM] | -10% | -0.9% | 0% | -5% | 12%
20 | CCOCc1[nH]c(=S)[nH]c(=O)c1Cc1ccc(OCC(C)C)cc1 | ? | 2% | 26% | ? | -0.2% | -1% | -15% | 2%
21 | CCO[C@H]1OC(C(=O)NCc2nc3ccccc3[nH]2)=C[C@@H](C2CCCCC2)[C@@H]1CCCO | nt | -5% | 43% | 8% | 0.8% | 6% | -11% | -2%
22 | CCn1cc(Br)c(C(=O)NN)n1 | 3% | -5% | 1%[46.1 µM] | 25µM* | 1.1% | -15% | 3% | -5%
23 | COc1cc(/C=C/C(=O)OCC(=O)NCc2cccs2)ccc1OC(F)F | -5% | 11% | 5% | 1% | 1.1% | 1% | -6% | 12%
24 | CC(C)(C)NC(=O)NC(=O)COC(=O)Cc1ccc(Cl)cc1Cl | -9% | -3% | -1% | ? | -7.9% | 4% | -17% | 5%
25 | COc1cc(O)c(C(CC(=O)N2CCCCC2)c2cc(OC)c(OC)c(OC)c2)c(OC)c1 (stereo unspecified) | nt | -1%&6% | 0% | nt | 2.0% | 7% | 1% | 11%&5%
26 | Cc1ccc(NC(=O)CCC(=O)OC(C(=O)c2ccc(C)c(C)c2)c2ccccc2)c(C)c1 (stereo unspecified) | 9% | 2% | -23%[46.1 µM] | -5% | -1.1% | 0% | -2% | -9%
27 | COc1cccc(NC(=O)CCN2CCN(c3ccccc3F)CC2)c1 | -6% | 1% | -5%[46.1 µM] | -1% | 0.0% | 5% | -11% | 6%
28 | O=C(N/N=C/c1ccco1)c1cccc([N+](=O)[O-])c1 | 2% | -8% | -3% | -2% | 1.6% | -2% | -9% | -2%
29 | C[n+]1cccc(C2C(C#N)=C(N)Oc3c2ccc2ccccc32)c1 (stereo unspecified) | nt | -7% | -14% | nt | -0.2% | ? | -17% | -10%
30 | COc1ccc(S(=O)(=O)Nc2ccccc2C(=O)NCc2ccco2)cc1 | -19% | 3% | -19%[46.1 µM] | ? | 4.8% | -7% | -6% | 0%
31 | COC(=O)c1c[nH]n2c(=O)cc(CCl)nc12 | 2% | 11% | -8%[46.1 µM] | ? | 1.4% | 1% | -18% | 7%
32 | O=C(CSc1nnc(CNC(=O)c2ccccc2F)o1)Nc1ccc2c(c1)OCO2 | 2% | -11% | 16% | ? | 2.0% | 6% | 4% | -13%
33 | CCN(CC)c1ccc(NC2=C(Cl)C(=O)c3ccccc3C2=O)cc1 | -13% | -1% | 13µM* | 10µM* | -1.9% | -29% | 2.2µM*[quencher] | 9%
34 | O=C(CSc1nnnn1-c1ccc(F)cc1)c1ccc(O)c(O)c1 | -8% | -9% | -4% | 22µM* | 0.0% | ? | ? | -5%
35 | COc1ccccc1CC(=O)Nc1ccc(F)cc1F | -13% | -7% | 1% | 3% | -5.2% | 7% | -3% | -7%
36 | Cc1ccc(OCC(=O)c2c(O)c3ccccc3oc2=O)cc1C | -2% | 0% | -10%[46.1 µM] | -3% | -1.4% | 2% | -5% | 3%
37 | COc1ccc(-n2c(C)nc3c(cnn3-c3ccccc3)c2=O)cc1 | -20% | 2% | -6%[46.1 µM] | -6% | -0.5% | 3% | -3% | 2%
38 | Cc1ccc(NC(=O)c2cccc(OC(F)F)c2)c(OC(F)F)c1 | 6% | 0% | 0% | -1% | 0.0% | 1% | -1% | 12%
39 | CCn1c(C)c(C(C)=O)c(NCc2ccccc2)nc1=S | -8% | -24% | 10%[46.1 µM] | -14% | 1.6% | 1% | 0% | 5%
40 | O=C(c1ccco1)N1CCN(C(=O)C2CCN(S(=O)(=O)Cc3ccccc3)CC2)CC1 | -10% | 3% | 2%[46.1 µM] | ? | -10% | 4% | 3% | 8%

In the list so far, two have a thiophene ring, fused or not:
cpd | mol | GAA inh | GAA spleen mod | NPSR antagonist | ALDH1A1 block | Epigenetic derep | GAA glycogen mod | Tau fluor cs | aGal spleen mod
14 | CCC1CCCCN1C(=O)c1sc2nc(C)nc(N(CC)CC)c2c1C (stereo unspecified) | -5% | -9% | -29% | 1% | 0.0% | -10% | -4% | 4%
23 | COc1cc(/C=C/C(=O)OCC(=O)NCc2cccs2)ccc1OC(F)F | -5% | 11% | 5% | 1% | 1.1% | 1% | -6% | 12%

Additional entries.
cpd | mol | GAA inh | GAA spleen mod | NPSR antagonist | ALDH1A1 block | Epigenetic derep | GAA glycogen mod | Tau fluor cs | aGal spleen mod
41 | O=C(NCc1cccs1)c1cccc(N2CCCC2=O)c1 | -4% | 4% | 10%[46.1 µM] | -3% | 3.1% | 2% | 0% | 13%
42 | CO[C@@H]1COC(=O)[C@H](Cc2ccccc2)NC(=O)C/C=C\[C@@H](C)[C@H](OC)COC(=O)[C@@H](C)NC(=O)C/C=C\[C@H]1C | nt | 0%&3%[17.4 µM] | nt | 0%&-6%[13.5 µM] | 0.0%&1.1%[10.1 µM] | nt | 0%&-5%[11.6 µM] | -2%&-2%[17.5 µM]
43 | Cc1c(NC(=O)C(c2ccccc2)c2ccccc2)cccc1C(=O)O | nt | 0% | 0% | nt | -0.5% | 2% | 2% | -7%
44 | CCOC(=O)C(/C=C(\C#N)C(=O)OCC)=C(/N)N1CCN(c2ccccc2)CC1 | -4% | -12% | -9%[46.1 µM] | 1% | -3.5% | -7% | -16% | -11%
45 | COc1cc(/C=N/Nc2ccc(Cl)c(C(=O)O)c2)ccc1OCC(=O)N1C(C)CCCC1C (stereo unspecified) | 0% | -3% | -5% | ? | 6.8% | ? | 8% | -3%
46 | CC(=O)Nc1ccc(C(=O)CSc2nnc(Cc3ccccc3)o2)cc1 | 1% | 1% | 4%[46.1 µM] | ? | -1.4% | ? | -4% | -1%
47 | COc1ccc([N+](=O)[O-])cc1NS(=O)(=O)c1ccccc1 | 3% | 3% | -22% | 2% | -2.1% | -8% | -5% | 2%
48 | Cn1ncc(Cl)c1C(=O)Nc1ccncc1 | 4% | 3% | 12%[46.1 µM] | -9% | 0.0% | 2% | 2% | 3%
49 | CCC(=O)NC(c1ccccc1Cl)c1c(O)ccc2ccccc12 (stereo unspecified) | ? | 11% | -21% | -6% | -1.0% | 4% | -21% | 20%
50 | N#Cc1c(N)nc2c(c1N)CC(=O)N2c1ccccc1-c1ccccc1 | -5% | -2% | -2%[46.1 µM] | 13% | 1.0% | 1% | -1% | -16%

Compound activity: PubChem BioAssay, National Center for Advancing Translational Sciences (NCATS)
